Bioassay records from PubChem BioAssay.
tuberculosis growth – growth inhibition of non-replicating M. tuberculosis (AID 488890). Mycobacterium tuberculosis non-replicating, growth inhibition; higher % means a stronger effect. inhibition, % at 25 µM, or IC50 in µM where a hit was titrated. hit rate 0.39% among 320,000; in the data active = a potency from the dose series; inconclusive = inhibition mostly from about 82% at the one dose, without a potency; inactive = the rest, 99 in 100 with inhibition below about 76%;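 also: plate controls were DMSO cells for no effect and high antibiotic wells for full effect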
PhoP GFP inhibition – Inhibition of PhoP regulon, Salmonella typhi GFP reporter cells, confirmation, 4 h (AID 1850) | hit rate 0.33% among 310,000 | inhibition, % at 50 µM, or IC50 in µM where a hit was titrated | Salmonella Typhi PhoP-promoter GFP reporter, fluorescence, 4 h; higher % means a stronger effect; in the data active = a potency from the dose series; inconclusive = inhibition mostly from about 25% at the one dose, without a potency; inactive = the rest, 99 in 100 with inhibition below about 19%;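 also: 0% = induced wells with vehicle and 100% = uninduced wells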
H37Rv inhibition – M. tuberculosis growth inhibition, HTS (AID 449762). M. tuberculosis H37Rv growth inhibition, 7H9 media; higher % means a stronger effect. inhibition, % at 25 µM; hits with a dose series show IC50 in µM. hit rate 0.59% among 330,000; in the data active = a potency from the dose series; inconclusive = inhibition above about 70% without an active follow-up result;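 also: bacterial growth assessed after seven days of incubation; strong numbers were not always called active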
influenza NS1A – NS1A inhibition, H1N1 influenza, cell based functional assay (AID 504329). NS1A functional cell-based assay, percent inhibition; higher % means a stronger effect. inhibition, % at 12.5 µM, or IC50 in µM where a hit was titrated. hit rate 0.3% among 340,000; in the data active = a potency from the dose series; inconclusive = inhibition above about 27% without an active follow-up result; also: strong numbers were not always called active
VEEV TC-83 Vero – inhibitors of VEEV TC-83 cytopathic effect, confirmation, Vero cells (AID 588727); Vero cells, VEEV TC-83 cytopathic effect inhibition; higher % means a stronger effect; hit rate 0.13% among 350,000; one-dose inhibition, % at 20 µM; IC50 in µM for titrated hits; in the data active = a potency from the dose series; inconclusive = inhibition mostly from about 14% at the one dose, without a potency; inactive = the rest, 99 in 100 with inhibition below about 12%; also: strong numbers were not always called active
VEEV TC-83 Vero 10K pilot screen – also measured in VEEV TC-83 Vero; calls as there; inhibition, %; measured here: 10K pilot screen inhibition
* marks the source's active call; other numbers are inactive results; i = inactive; u = inconclusive; x = not tested or not shown.

SMILES	tuberculosis growth	PhoP GFP inhibition	H37Rv inhibition	influenza NS1A	VEEV TC-83 Vero	others
O=C(NNC1=C(C(=O)C(F)(F)F)CCC1)c1cccc(O)c1	x	-6%	3%	-7%	4.7%
COC1=C(C)C(=O)C2=C(C1=O)C1C3CC4=C(C(=O)C(OC)=C(C)C4=O)C(CNC(=O)C(C)=O)N3C(C#N)C(C2)N1C (configuration not stated)	x	x	x	-5%	i
Cc1sc(NC(=O)c2cc(-c3ccccc3)nc3ccccc23)c(C(N)=O)c1C	10%	-20%	11%	-2%	10%
CC(C)(C)OC(=O)C[C@@H]1C/C=C\C[C@@H](CC(=O)NCCO)C(=O)NC[C@H](c2ccccc2)OC1=O	10%	x	-1%	3%	i	VEEV TC-83 Vero 10K pilot screen=3.3
Cc1ccc(S(=O)(=O)N(CCC(=O)O)c2ccccc2)cc1	-16%	-5%	-2%	-10%	i
CCOC(=O)c1sc(NC(=O)c2ccc(S(=O)(=O)N(CC)CC)cc2)nc1C	8%	2%	1%	19%	i
CNC[C@H]1Oc2ccc(NC(=O)Nc3ccc4c(c3)OCO4)cc2C(=O)N([C@H](C)CO)C[C@@H]1C	-3%	x	-5%	12%	0.4%
CN(c1ccccc1)S(=O)(=O)CS(=O)(=O)N(C)c1ccccc1	x	x	x	-1%	0.5%
CCOc1ccc(NC(=O)COC(=O)C2C3CC4OC(=O)C2C4C3)cc1 (configuration not stated)	1%	0%	6%	8%	0.3%
COc1ccc(N(Cc2ccccc2)S(=O)(=O)c2cccc(C(=O)Nc3ncccc3C)c2)cc1	63%	x	-4%	-4%	5.5%
COc1ccc(C(=O)Nc2ccnn2C2CCN(Cc3ccccn3)CC2)cc1	-11%	-2%	-1%	-11%	0.8%
CCc1ccc(N=C2NC(=O)/C(=C/c3cc(Br)c(OCC(=O)O)c(OC)c3)S2)cc1	-3%	5%	-4%	-1%	0.7%
COc1ccc(CNc2c(C(=O)O)cnc3c2cnn3C)cc1	-9%	-2%	3%	-5%	1.0%
O=C(CSc1ncn[nH]1)N1N=C2/C(=C/c3ccccc3)CCCC2C1c1ccccc1 (configuration not stated)	32%	-5%	-1%	3%	4.5%
Cc1ccc(S(=O)(=O)Nc2ccc(C(=O)N3CCOCC3)cc2)cc1	-5%	-2%	-3%	-4%	i
O=C(Nc1cccc(-c2nnc(-c3ccccc3)o2)c1)C1CCCCC1	x	4%	-14%	3%	4.6%	VEEV TC-83 Vero 10K pilot screen=3.0
CCOC(CNC(=O)c1cc(C)nn1-c1ccccc1)OCC	-6%	0%	-9%	-19%	i
O=C(Nc1ccc(F)cc1)Nc1ccc2c(c1)OCO2	-3%	-6%	-5%	-5%	5.7%
CC(C(N)=O)N1c2cccc3cccc(c23)S1(=O)=O (configuration not stated)	-12%	-14%	0%	-1%	1.0%
CN(C)c1ccc(/C=N\NC(=O)CC#N)cc1	3%	2%	u	12%	2.3%
C(=N\c1ncnc2sccc12)/NOCc1ccccc1	4%	2%	1%	-1%	7.7%
CCCc1ccc(C(=O)CCC(=O)NNC(=O)c2ccncc2)cc1	71%	-9%	u	-12%	3.1%
O=C(CN1C(=O)COc2ccccc21)NCCCN1CCN(c2ccccc2F)CC1	-1%	-16%	8%	-2%	i
CC1=NOC(=O)/C1=C\c1ccc(-c2cccc(Cl)c2)o1	u	13%	61%	15%	8.2%
CC(=O)Nc1ccc(N2C(=O)c3ccc(S(=O)(=O)c4ccc(C(=O)O)cc4)cc3C2=O)cc1	-6%	0%	-2%	2%	2.6%
Next section.
SMILES	tuberculosis growth	PhoP GFP inhibition	H37Rv inhibition	influenza NS1A	VEEV TC-83 Vero	others
CCN1CCN(CC(=O)Nc2cccc(C)c2)C(=O)C1=O	x	-11%	-7%	-7%	i
Nn1c(=O)c2ccccc2n2c(SCc3ccc(C(F)(F)F)cc3)nnc12	20%	2%	1%	-7%	7.0%
CCOc1ccccc1C(=O)Nc1cccc(-c2ccc(N3CCOCC3)nn2)c1	31%	4%	u	6%	7.9%
O=C(COc1ccccc1)N1CCN(C(=O)c2cccs2)CC1	5%	3%	1%	2%	i
CCCNC(=O)c1ccc(N2CCC3(CC2)CC(c2cccc(Br)c2)=NO3)c(NC(=O)c2cccc(OC)c2)c1	-8%	3%	-6%	7%	0.3%
Cc1cc(NC(=O)C(C)SCC(=O)OCc2ccc([N+](=O)[O-])cc2)no1 (configuration not stated)	6%	-4%	1%	-12%	2.5%
CCOCCCNC(=O)Cn1cc2c(n1)CCCCC2	-1%	-7%	-4%	5%	i
CCOc1cc(C(=O)OCc2cccc(OC)c2OC)ccc1OCC(=O)N1CCOCC1	5%	-3%	16%	10%	3.4%
CCOc1c2ccc(C(=O)NC3CCCc4ccccc43)cc2nn1CC (configuration not stated)	15%	-6%	-1%	-20%	0.1%
CCn1c(SCC(N)=O)nc2ccccc2c1=O	-4%	-14%	-1%	4%	i
CCOP(=O)(C#CC(C)(C)C)C(O)(c1ccccc1)C(F)(F)F (configuration not stated)	13%	-1%	10%	-6%	4.6%
C=CCN(CC=C)S(=O)(=O)c1ccc(NC(=S)NC(=O)C2CC2)cc1	67%	-9%	3%	-9%	5.1%
COc1ccccc1CNC(=O)CN1C(=O)c2ccc([N+](=O)[O-])cc2C1=O	9%	11%	2%	-7%	1.2%
CC(=O)Nc1ccc(N2C(=O)c3cccc4c(O)ccc(c34)C2=O)cc1	-5%	-85%	9%	-2%	i
CCN1CCN(Cc2ccc(NC(=O)c3ccc(C)c(NC(=O)c4ccc5n[nH]nc5c4)c3)cc2C(F)(F)F)CC1	30%	-16%	4%	11%	0.6%	VEEV TC-83 Vero 10K pilot screen=0.2
Cc1ccc(SCC(=O)Nc2nnc(-c3ccco3)o2)cc1	-3%	2%	2%	-6%	9.2%
COc1ccc(-c2cn[nH]c2N)cc1	-21%	-1%	-2%	-28%	1.2%
O=C(NCc1ccccc1)C1=C[C@@H](c2ccccc2)C[C@@H](OCc2ccc(CO)cc2)O1	29%	-4%	10%	-2%	0.4%
C=CCNC(=S)NNC(=O)c1ccc(=O)n(Cc2ccccc2)c1	-11%	5%	-4%	x	0.6%
O=S(=O)(O)c1cc2onnc2c2ccccc12	x	x	x	-12%	0.1%
C=CCNc1nc(-c2ccc([N+](=O)[O-])cc2)cs1	70%	-11%	10%	4%	2.5%
O=C(OCc1cccc(C(F)(F)F)c1)c1cc([N+](=O)[O-])ccc1N1CCOCC1	8%	6%	41%	1%	5.4%
CCCCNC(=O)NC(C(=O)OC)C12CC3CC(CC(C3)C1)C2 (configuration not stated)	54%	8%	7%	-5%	0.4%
O=C(c1cc(-c2ccco2)on1)N1CCOCC1	-1%	4%	2%	-2%	2.4%
CCC(Cc1ccccc1)NC(=O)/C=C/c1ccco1 (configuration not stated)	75%	3%	4%	-2%	2.0%

In the list so far, these contain a CF3 group.
SMILES	tuberculosis growth	PhoP GFP inhibition	H37Rv inhibition	influenza NS1A	VEEV TC-83 Vero	others
O=C(NNC1=C(C(=O)C(F)(F)F)CCC1)c1cccc(O)c1	x	-6%	3%	-7%	4.7%
Nn1c(=O)c2ccccc2n2c(SCc3ccc(C(F)(F)F)cc3)nnc12	20%	2%	1%	-7%	7.0%
CCOP(=O)(C#CC(C)(C)C)C(O)(c1ccccc1)C(F)(F)F (configuration not stated)	13%	-1%	10%	-6%	4.6%
CCN1CCN(Cc2ccc(NC(=O)c3ccc(C)c(NC(=O)c4ccc5n[nH]nc5c4)c3)cc2C(F)(F)F)CC1	30%	-16%	4%	11%	0.6%	VEEV TC-83 Vero 10K pilot screen=0.2
O=C(OCc1cccc(C(F)(F)F)c1)c1cc([N+](=O)[O-])ccc1N1CCOCC1	8%	6%	41%	1%	5.4%

Structural class, the compounds so far containing a cyano group (2)
SMILES	tuberculosis growth	PhoP GFP inhibition	H37Rv inhibition	influenza NS1A	VEEV TC-83 Vero	others
COC1=C(C)C(=O)C2=C(C1=O)C1C3CC4=C(C(=O)C(OC)=C(C)C4=O)C(CNC(=O)C(C)=O)N3C(C#N)C(C2)N1C (configuration not stated)	x	x	x	-5%	i
CN(C)c1ccc(/C=N\NC(=O)CC#N)cc1	3%	2%	u	12%	2.3%

Later entries
SMILES	tuberculosis growth	PhoP GFP inhibition	H37Rv inhibition	influenza NS1A	VEEV TC-83 Vero	others
CCOCCCNC(=O)CNC(=S)N(Cc1ccccc1F)C1CCCCC1	22%	-5%	-3%	2%	0.7%
COC(=O)c1ccc(/C=N/OCC(=O)Nc2cc(F)ccc2F)cc1	u	-21%	47%	-5%	i
COc1cccc(CN(C)C(=O)c2ccc(COc3ccc(Cl)cc3)cc2)c1OC	53%	-23%	26%	-9%	i
C=CCOc1ccc(/C=N/NC(C)=O)cc1OCC	-8%	5%	1%	-2%	0.6%
CC(C)(C)C1c2[nH]c3ccccc3c2CCN1CCCn1cccn1 (configuration not stated)	32%	-3%	-10%	4%	0.1%
Oc1c(Br)cc(Br)cc1C=Nc1ccc2[nH]ncc2c1	u	28µM*	7%	-2%	1.8%
COc1ccc(-n2ncc3c2CC(C)(C)CC3NC(=O)c2oc(C)cc2C)cc1 (configuration not stated)	10%	-9%	4%	-1%	0.8%
CCCOc1ccc(N2C(=O)CC(NCCNc3ccc([N+](=O)[O-])cn3)C2=O)cc1 (configuration not stated)	19%	3%	-6%	2%	1.0%
CC(C)Cn1c2c(c(O)c(C(=O)Nc3ncccc3O)c1=O)CCCC2	62%	6%	5%	-8%	8.2%
CCCc1nnc(SCC(=O)Nc2ccccc2Cl)n1CC1CCCO1 (configuration not stated)	-13%	15%	-1%	-9%	i
O=C(Nc1ccc2c(c1)OCO2)c1ccc(COc2ccc3c(c2)CCC3)o1	u	-1%	3%	4%	1.6%
COc1ccc(-c2csc(NC(=O)c3cccc(S(=O)(=O)N4CCN(C)CC4)c3)n2)cc1	10%	0%	-6%	10%	3.5%
O=c1[nH]c(Nc2ccc(F)cc2)cc2ccccc12	-10%	11%	-14%	-4%	i
CCOC(=O)CN1C(=O)C(O)(CC(=O)c2ccc3c(c2)CCCC3)c2ccccc21 (configuration not stated)	2%	0%	-4%	20%	0.8%
O=C(CC1SC(=O)N(Cc2ccccc2)C1=O)Nc1nccs1 (configuration not stated)	9%	7%	3%	1%	0.3%
CC(NC(=O)c1cc(-c2ccncc2)nc2ccc(Cl)cc12)C1CCCO1 (configuration not stated)	13%	-9%	3%	17%	9.0%
CCOC(=O)/C(C#N)=C/c1ccc(OCC(=O)Nc2ccc(C)c(C)c2)c(OC)c1	49%	1%	-6%	-3%	0.0%
CCOC(=O)C1CCCN(S(=O)(=O)c2ccc(NC(C)=O)cc2)C1 (configuration not stated)	14%	6%	5%	2%	i
C[C@H](NC(=O)c1[nH]cnc1C(=O)Nc1nccs1)c1ccccc1	17%	x	-6%	7%	0.8%
COc1ccccc1OCCC(=O)O	-8%	-4%	-1%	-1%	i
CS(=O)(=O)c1cccc(S(=O)(=O)N2CCCCCC2)c1	-9%	-6%	-3%	-5%	1.8%
CCCC(C)NNC(=O)c1cc2ccccc2[nH]1 (configuration not stated)	12%	-3%	-4%	21%	0.6%
C=CCSC1=NC(=O)/C(=C/c2cccs2)S1	u	-13%	-2%	7%	0.1%	VEEV TC-83 Vero 10K pilot screen=1.5
Cc1cc(C)nc(NC(=O)c2cnc3sccn3c2=O)n1	x	-4%	-1%	-6%	0.6%
CC(=O)Cn1cnc2c(cnn2-c2ccc(C)c(C)c2)c1=O	10%	-12%	4%	-9%	i
COC(=O)C1=C(c2ccc(F)cc2OCc2ccccc2)C[C@@H]2CC[C@H]1N2C(=O)N1CCC(C)CC1	11%	x	-1%	4%	0.1%

Random excerpt: two entries already listed.
SMILES	tuberculosis growth	PhoP GFP inhibition	H37Rv inhibition	influenza NS1A	VEEV TC-83 Vero	others
COc1cccc(CN(C)C(=O)c2ccc(COc3ccc(Cl)cc3)cc2)c1OC	53%	-23%	26%	-9%	i
CCCc1nnc(SCC(=O)Nc2ccccc2Cl)n1CC1CCCO1 (configuration not stated)	-13%	15%	-1%	-9%	i
